Bioassay records as filed in PubChem.
NCI-60 one-dose screen, 48 h, at 10 µM unless noted. Numbers give growth in % (100 = growth as untreated, 0 = no growth, -100 = all killed).
EKVX = EKVX NSCLC | 3% of 71,000 active
M14 = M14 melanoma; 6.2% of 80,000 active; AID 1794745
HOP-92 = HOP-92 NSCLC cells; 6.3% of 71,000 active; AID 1794738
SK-MEL-5 = SK-MEL-5 melanoma; AID 1794755; 6.4% of 80,000 active
UACC-257 = UACC-257 melanoma. 4.4% of 78,000 active
SK-MEL-28 = SK-MEL-28 melanoma; 4.1% of 81,000 active
UACC-62 = UACC-62 melanoma | 5.4% of 81,000 active | AID 1794756
A549/ATCC = A549/ATCC NSCLC; 3.7% of 81,000 active; AID 1794740
An asterisk follows results filed as active; . = no result given; & = joins results of further samples; [ ] = another dose, or the depositor's remark. The calls were made as follows: active = growth percent below 10; inactive = the rest.

Results follow in this order: M14	SK-MEL-28	SK-MEL-5	HOP-92	A549/ATCC	UACC-257	EKVX	UACC-62
- CCCCCCC(C)(C)c1cc(OC)c([C@H]2C=C(CO)[C@H]3CC2C3(C)C)c(OC)c1
    101	104	100	83	86	78	110	84
- CC(NCCO)C(O)c1ccccc1 (configuration not stated)
    100	105	104	84	94	97	134	102
- CCOc1ccc2nccc([C@@H](O)[C@@H]3C[C@@H]4CCN3C[C@@H]4CC)c2c1
    .	118	103	99	95	89	126	92
- O=NN(CCF)C(=O)NC1CCC(=O)NC1=O (configuration not stated)
    97	109	102	.	113	112	.	108
- COP(=O)(OC)OC=C(Cl)Cl
    97	106	100	82	99	100	104	100
- O=C(O)CC(Br)C(=O)CBr (configuration not stated)
    103	102	106	.	100	102	.	102
- COc1ccc(C=O)cc1
    103	108	107	111	111	112	100	110
- CCc1ccccc1[C@@H]1C[C@]2(C)CCO[C@@H]2OO1
    104	110	102	93	97	97	105	100
- COc1ccc(/C=C(/C)[N+](=O)[O-])cc1OC
    -62*	4.9*	48&53	-11*	53&54	-68*	85&66	24&46
- CC(C)CC1(CCc2ccccc2)C(=O)NC(=O)NC1=O
    101	117	103	.	102	98	108	90
- NC1CN2CCC1CC2 (configuration not stated)
    98	100	110	78	105	101	96	90
- CCC1(CCO)C(=O)NC(=S)NC1=O
    106	120	101	84	95	97	100	104
- CC1CN1P(=O)(Oc1ccc(Cl)cc1)N1CC1C (configuration not stated)
    100	111	109	97	108	97	.	102
- CC(=O)C1C(=O)N(C)C(=O)N(C)C1=O
    110	106	100	.	96	99	.	110
- c1ccc(C(c2ccccc2)C2CCNCC2)cc1
    107	102	95	76	95	92	114	102

Taken from the listing (two entries):
Results follow in this order: M14	SK-MEL-28	SK-MEL-5	HOP-92	A549/ATCC	UACC-257	EKVX	UACC-62
- CCCCCCC(C)(C)c1cc(OC)c([C@H]2C=C(CO)[C@H]3CC2C3(C)C)c(OC)c1
    101	104	100	83	86	78	110	84
- CC(NCCO)C(O)c1ccccc1 (configuration not stated)
    100	105	104	84	94	97	134	102

(listing goes on)
Results follow in this order: M14	SK-MEL-28	SK-MEL-5	HOP-92	A549/ATCC	UACC-257	EKVX	UACC-62
- CC(C)(NC(=O)c1nn(CCCCCF)c2ccccc12)c1ccccc1
    86	111	90	69	76	77	95	75
- CCOP(=S)(OCC)Oc1c(Cl)c(Cl)c(Cl)c(Cl)c1Cl
    104	95	103	88	87	.	80	77
- C[Se]CCCN1C(=O)[C@@H]2[C@H](C1=O)[C@@H]1C=C[C@H]2C1
    106	112	104	127	106	109	96	102
- CN1CCCCC1c1cccnc1 (configuration not stated)
    110	103	105	.	104	97	.	98
- CC(C)(OC(=O)Nc1cccc(Cl)c1)C(Cl)(Cl)Cl
    98	110	104	98	92	91	102	94
- CCN1C(=O)NC(=O)C2(CCCC2)C1=O
    112	125	108	82	94	102	102	105
- S=C(S)N1CCNCC1
    101&109	102&110	103&125	.	95&103	94&104	98&109	100
- COc1cc2nc(SC)n(-c3ccc(Cl)cc3)c(=O)c2cc1OC
    104	101	96	86	103	109	94	85
- OC/C=C\c1ccc2c(c1)OCO2
    105	106	105	93	95	97	104	96
- CN(C)c1ccc(-c2ccc(N(C)C)cc2)cc1
    97	113	84	81	94	101	.	98
- O=C(N/N=C\c1ccc(N(CCCl)CCCl)cc1)C(=O)N/N=C\c1ccc(N(CCCl)CCCl)cc1
    103	111	96	92	97	102	.	88
- CC[C@@H]1[C@@H](CCCCCC[C@]2(C)C[C@@](C)(CC(=O)OC)OO2)[C@@H]2[C@H]1[C@]1(C)C=C[C@H]2OO1
    104	104	99	.	104	102	101	100
- O=C1NC(=S)NC(=O)C1=Cc1ccco1
    110	103	98	114	94	95	.	101
- CCOC(=O)N1CC1
    96	103	101	53	100	101	84	88
- CCOP(=O)(OCC)OC(=C(Cl)Cl)c1cc(Cl)ccc1Cl
    96	99	105	.	94	103	109	96

Five compounds out of the list, ordered by formula weight, lowest first.
Results follow in this order: M14	SK-MEL-28	SK-MEL-5	HOP-92	A549/ATCC	UACC-257	EKVX	UACC-62
- COc1ccc(C=O)cc1
    103	108	107	111	111	112	100	110
- S=C(S)N1CCNCC1
    101&109	102&110	103&125	.	95&103	94&104	98&109	100
- c1ccc(C(c2ccccc2)C2CCNCC2)cc1
    107	102	95	76	95	92	114	102
- C[Se]CCCN1C(=O)[C@@H]2[C@H](C1=O)[C@@H]1C=C[C@H]2C1
    106	112	104	127	106	109	96	102
- CCOP(=O)(OCC)OC(=C(Cl)Cl)c1cc(Cl)ccc1Cl
    96	99	105	.	94	103	109	96

The listing continues.
Results follow in this order: M14	SK-MEL-28	SK-MEL-5	HOP-92	A549/ATCC	UACC-257	EKVX	UACC-62
- O=C(O)COC(C[N+](=O)[O-])C(Cl)(Cl)Cl (configuration not stated)
    106	105	105	.	98	96	.	99
- C/C=C(\CC)C1(CC)C(=O)NC(=S)NC1=O
    104&126	105&101	105&95	88&101	96&96	91&103	110	108&105
- NC(=Nc1ccccc1)N[N+](=O)[O-]
    100	105	103	118	107	112	94	94
- O=C(Oc1ccc(CCN2CCCCC2)cc1)c1ccc([N+](=O)[O-])cc1
    104	106	90	106	100	105	107	103
- C[N+](C)(C)C
    107&104&112	108&109&106	105&102&106	104&89	104&101&88	100&97&93	106	108&103&102
- O=C(c1cc([N+](=O)[O-])cc([N+](=O)[O-])c1)N(CCCl)CCCl
    105	107	102	87	96	97	.	100
- OCCCNCc1cccnc1
    105	106	104	89	103	98	117	102
- C=C1C(=O)O[C@@H]2C[C@@H](C)[C@@H]3C=CC(=O)[C@@]3(C)[C@@H](O)[C@H]12
    -65*	.	-94*	.	-3.4*	1.2*	-61*	-61*
- Cc1ccc(C=C(C#N)C#N)o1
    104	108	.	.	98	100	.	106
- ClCCN(CCCl)c1nc(Cl)c(C2CC(c3ccc4c(c3)OCO4)=NN2c2cc(Cl)cc(Cl)c2)s1 (configuration not stated)
    77	99	97	72	95	94	88	85
- CNC(Cc1ccccc1)c1ccc(OC)c(OC)c1 (configuration not stated)
    90	99	104	92	98	103	96	99
- CC(=O)[C@@]1(O)CC[C@H]2[C@@H]3CCC4=C(Cl)C(=O)CC[C@]4(C)[C@H]3CC[C@@]21C
    81	98	87	72	90	56	106	75
- C[C@]12CC[C@H]3[C@@H](CC4SC(c5ccc(Cl)cc5)=NC45C[C@H](O)CC[C@]35C)[C@@H]1CC[C@@H]2O (some centres not stated)
    85	79	102	121	84	88	107	95
- O=[N+]([O-])c1nccn1CC(O)CF (configuration not stated)
    97	102	99	92	86	90	99	104
- COc1ccc(/C(C)=N\OC(=O)N(C)C)c(OC)c1
    102	113	105	85	105	97	.	111
- CCOP(=O)(OCC)Oc1ccc(Sc2ccc(OP(=O)(OCC)OCC)cc2)cc1
    100	111	100	80	97	93	.	111
- CO[C@H]1[C@H](O[C@@H]2C[C@@H]3C/C=C/C(=O)O[C@@H](CO)C[C@H](O)[C@@H]4C[C@H](C)[C@H](C/C=C\C=C\[C@H](C)C[C@H](C2)O3)O4)O[C@@H](C)[C@H](O)[C@H]1O
    75	76	19	95	47	9.7*	29	62
- CSc1nc(C)c(Br)c(N2CC2)n1
    105&99	107&109	109&107	93&67	102	105&107	104&102	94&101
- Oc1cc(Cl)c(Cl)cc1Cl
    110&104	119&104	93&102	86&82	97&99	96&100	103	103&99
- COc1cccc(NP2(=O)OCC(C)([N+](=O)[O-])CO2)c1 (configuration not stated)
    104	97	102	99	95	102	101	99
- C[C@]12CCc3sc(-c4cccc(Cl)c4)nc3C1=CC[C@@H]1[C@@H]2CC[C@]2(C)C(=O)CC[C@@H]12
    98	111	102	105	95	93	102	96
- CCOC(=O)C1OC1(C)c1ccccc1 (configuration not stated)
    108&115	105&94	119&107	81&114	98&93	106&90	107	104&104
- CC(CN(C)C)c1[nH]nc2ccccc12 (configuration not stated)
    98	116	99	88	99	109	112	101
- O=C1NC(=S)NC(=O)C1Cc1ccccc1
    111	102	96	98	106	106	103	93
- CC(C)(C)OC(=O)N(CCCCCCN(CCCNC(=O)C1CCC2(CC1)OOC1(O2)C2CC3CC(C2)CC1C3)C(=O)OC(C)(C)C)CCCNC(=O)C1CCC2(CC1)OOC1(O2)C2CC3CC(C2)CC1C3 (configuration not stated)
    74[8.5 µM]	96[8.5 µM]	76[8.5 µM]	75[8.5 µM]	76[8.5 µM]	74[8.5 µM]	95[8.5 µM]	71[8.5 µM]
- Nc1noc(N)n1
    99	105	97	95	85	93	107	96
- O=C(CCN1CC1)NCO
    110	117	105	90	107	115	105	95
- O=C(CCl)Nc1ccc(Cl)cc1
    47	70	30	58	85	70	101	47
- CC(=O)O[C@H]1CC[C@@]2(CCl)C(=CC[C@@H]3[C@@H]2CC[C@]2(C)C(=O)CC[C@@H]32)C1
    101	99	102	95	96	100	.	99
- CC/C(=C/c1ccc(OC)cc1OC)[N+](=O)[O-]
    54	2.7*	38	.	65	46	80	-36*
- COc1ccc(N(CC(=O)NCCC[Te]c2ccccc2)C(=O)c2ccccc2)cc1
    32	145	55	-9.2*	2.8*	95	2.1*	84
- c1ccc(C(CN2CCCCC2)c2ccccc2)cc1
    109	119	116	112	114	116	.	91
- N#CC(C#N)=NNc1ccccc1
    99	106	102	52	109	.	93	72
- COc1ccc(C2C3C=CC(C3)C2C(=O)O)cc1 (configuration not stated)
    114	105	105	113	108	108	101	102
- COC(=O)[C@@H](C)C[C@H](Cc1ccccc1)NC(=O)c1csc([C@@H](C[C@H](C(C)C)N(C)C(=O)[C@@H](NC(=O)[C@H]2CCCCN2C)C(C(F)(F)F)C(F)(F)F)OC(C)=O)n1
    -20*	71	-18*	12	13	52	40	26
- CN1CCN(C(=O)COc2ccc(C=C3C(=O)N(C)C(=O)N(C)C3=O)cc2)CC1
    116	106	101	105	104	103	104	101
- CCC1CCC(C)N(N=O)C1 (configuration not stated)
    107	106	102	.	106	104	.	109
- COc1ccccc1CC(N)c1ccccc1OC (configuration not stated)
    96	100	99	73	96	98	107	97
- O=C(Nc1ccc(S(=O)(=O)F)cc1)Oc1ccccc1
    110	99	96	.	97	111	.	97
- CCCCCCCCOP(=O)(N1CC1)N1CC1
    99	107	114	79	96	101	.	106
- CNC(=S)NCCN1CC1
    102	118	104	.	100	106	107	109
- CN[C@]1(c2ccccc2Cl)CCCC[C@H]1NCCCN1CCCC1
    102	112	101	94	98	94	94	101
- O=C1C2C(C(=O)[N]1[Hg][c]1ccccc1)C1(Cl)C(Cl)=C(Cl)C2(Cl)C1(Cl)Cl (configuration not stated)
    -82*	-89*	-17*	-84*	79	-68*	-7.4*	-3.5*
- CN1CCCC2c3ccccc3CCC21 (configuration not stated)
    96	113	101	88	107	103	.	102
- c1ccc(C2(NC3=NCCO3)CCCCC2)cc1
    98	103	92	78	103	95	.	114
- COC(=O)C12C3C4C1C1C2C3C41NC(=O)c1csc([C@@H](C[C@H](C(C)C)N(C)C(=O)[C@@H](NC(=O)[C@H]2CCCCN2C)C2CC2)OC(C)=O)n1 (some centres not stated)
    9.4*	58	-15*	23	13	56	60	48
- CC/C(Cc1ccccc1)=C(\c1ccc(OCCN2CCCC2)cc1)c1ccc(OC(=O)NCc2ccccc2)cc1
    -61*	-60*	19	39	42	58	67	-45*
- CCOC(=O)C1=C(N)Oc2c(c(=O)oc3ccccc23)C1c1cc(=O)oc2ccc(OC)cc12 (configuration not stated)
    103	106	84	103	94	93	98	102
- C[N+](C)(C)Cc1c[nH]c2ccccc12
    94&97	107&109	111&103	91&95	102&118	108&129	89&98	96&105

Some of the compounds tested; count on the stated rates, not on these rows.
